Screening data from PubChem.
pAkt inh = inhibitors of Akt phosphorylation. Neuro2A IGF-stimulated pAkt S473 HTRF, 20 min; active compounds read low. activity change, % for hits at 50 µM. 360,000 compounds, 0.32% hits. AID 651550; in the data active = activity change below about -80%; inconclusive = mostly about -51% to -80%; also: % is scaled to controls: 0 for no effect and ±100 for the full control effect
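Neuro2A cells in DMEM with 0.5% FBS, overnight at 37 deg C, given compound at single 50 µM final, then IGF (6 nM final) for 20 min at 37 deg C. Lysed; phospho-Akt Ser473 by HTRF after 24 h, 665/615 ratio.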
TDP-43 yeast inh = TDP-43 toxicity inhibition in yeast; TDP-43 expressing yeast growth rescue, BacTiter-Glo, 24 h; Potency, µM (top dose mostly 46.1 µM), for inactives: top-dose growth rescue (activation), most hits filed as activators; 410,000 compounds, 1.8% hits; also: potency is read from the fitted curve at half-maximal effect; % of control where 0% means no effect; nearly all actives have a fitted effect of over 50% in size
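Galactose-induced TDP-43 yeast, OD600=0.02, compound pinned; 24 hr, 30 deg C; BacTiter-Glo luminescence for growth. Inhibitors of TDP-43 toxicity read as activators.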
aSyn rescue = rescues yeast growth from alpha-synuclein toxicity; Potency, µM (top dose mostly 46.1 µM), inactives show top-dose growth rescue (activation), most hits filed as activators; 370,000 compounds, 0.14% hits; Yeast expressing alpha-synuclein, growth rescue, BacTiter-Glo, 24 h; also: potency is read from the fitted curve at half-maximal effect; % of control where 0% means no effect; nearly all actives have a fitted effect of over 65% in size
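Readout is rescue of growth in alpha-synuclein-expressing yeast, so inhibitors of toxicity appear as activators. Growth after 24 hr at 30 deg C in galactose medium is quantified by luminescence.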
DRD3 antagonist = blocks the human D3 dopamine receptor | P35462 | D3R cells, DiscoveRx beta-arrestin luminescence, antagonist mode; active compounds read low | max response, negative = inhibition, % | 360,000 compounds, 2.5% hits; in the data active = max response below about -50%; inconclusive = no clear call, values can overlap the other calls; also: % is scaled to controls: 0 for no effect and ±100 for the full control effect; mostly tested at two doses, the higher about 12 µM
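Cells plated overnight at 1500 cells/well, then exposed to library compounds with dopamine controls for 90 minutes at 37 degrees C. DiscoveRx reagent added for 30–60 minutes at room temperature; luminescence read, quantitative HTS format.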
Abeta yeast res = restores growth of yeast expressing A-beta42 peptide; yeast expressing A-beta42, growth rescue, OD600, 48 h; response scale: 0% DMSO, 100% iron-clioquinol control; Potency, µM (doses to about 46.1 µM), inactives show at the highest dose growth rescue, hits mostly activators; 410,000 compounds, 0.063% hits; AID 1347071; also: potency is read from the fitted curve at half-maximal effect; nearly all actives have a fitted effect of over 55% in size
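Yeast A-beta toxicity model in growth medium with pinned compounds, 48 h at 30 C; growth read as absorbance at 600 nm. Normalized to FeCl3/clioquinol equimolar mix (positive) and DMSO (negative).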
GLP1R ag = GLP-1 receptor (human) agonism | P43220 | 380,000 compounds, 0.007% hits | Potency, µM (titrated, usually from 45.6 µM), without a hit: top-dose activation, hits mostly activators | AID 624172 | HEK293 GLP-1R CRE-luciferase, luminescence, 4-6 h; cells express a hypersensitive GLP-1R form; also: potency is read from the fitted curve at half-maximal effect; % of control where 0% means no effect
Target sequence (P43220 whole entry, looked up): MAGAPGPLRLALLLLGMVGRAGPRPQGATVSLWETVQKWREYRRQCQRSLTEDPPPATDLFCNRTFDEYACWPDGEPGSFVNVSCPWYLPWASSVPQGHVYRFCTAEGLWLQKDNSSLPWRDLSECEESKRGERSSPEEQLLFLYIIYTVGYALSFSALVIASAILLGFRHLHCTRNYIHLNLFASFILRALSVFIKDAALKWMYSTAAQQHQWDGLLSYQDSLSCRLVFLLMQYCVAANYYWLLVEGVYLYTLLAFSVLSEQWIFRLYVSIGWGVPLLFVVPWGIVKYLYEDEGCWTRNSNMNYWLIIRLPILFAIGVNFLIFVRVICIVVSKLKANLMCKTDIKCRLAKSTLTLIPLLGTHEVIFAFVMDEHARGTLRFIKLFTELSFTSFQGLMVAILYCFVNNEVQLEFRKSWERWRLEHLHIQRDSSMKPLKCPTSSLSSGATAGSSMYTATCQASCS
PTHR1 agonist = agonists of human PTHR1 parathyroid hormone receptor; Q03431; HEK293 GP2 PTHR1 cells, GloSensor cAMP luminescence, 1 h; Potency, µM (highest dose often 115 µM), inactives show at the highest dose activation, actives largely listed as activators; 410,000 compounds, 0.075% hits; AID 743266; also: potency is read from the fitted curve at half-maximal effect; nearly all actives have a fitted effect of over 55% in size; some results filed as inactive show a strong effect at the top dose; inactives centre near -15; many of its hits are not listed in these tables
Target sequence (Q03431 whole entry, looked up): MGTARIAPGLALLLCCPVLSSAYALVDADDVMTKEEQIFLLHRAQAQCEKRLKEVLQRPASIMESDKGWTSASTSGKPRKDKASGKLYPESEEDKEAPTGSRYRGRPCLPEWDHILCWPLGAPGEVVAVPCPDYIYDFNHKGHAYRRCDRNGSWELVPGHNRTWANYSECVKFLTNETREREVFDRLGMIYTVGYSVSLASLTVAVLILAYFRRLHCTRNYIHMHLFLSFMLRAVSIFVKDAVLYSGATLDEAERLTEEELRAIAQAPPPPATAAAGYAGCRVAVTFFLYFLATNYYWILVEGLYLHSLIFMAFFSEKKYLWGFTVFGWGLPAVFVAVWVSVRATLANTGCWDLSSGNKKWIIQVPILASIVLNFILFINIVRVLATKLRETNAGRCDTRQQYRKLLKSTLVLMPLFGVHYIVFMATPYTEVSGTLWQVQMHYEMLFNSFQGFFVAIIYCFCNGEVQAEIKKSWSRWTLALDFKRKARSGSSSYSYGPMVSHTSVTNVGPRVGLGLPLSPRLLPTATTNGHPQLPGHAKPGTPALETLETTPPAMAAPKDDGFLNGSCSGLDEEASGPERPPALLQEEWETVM
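HEK-293-derived GP2 cells expressing PTHR1 and a GloSensor cAMP reporter, 3,000/well, plated overnight, given luciferin plus IBMX (each 0.5 mM as added) for 1 h at 37 °C, then compound for 1 h at 37 °C. Luminescence was read after 15 min at room temperature.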
FUS suppressor = FUS proteinopathy suppression in yeast; AID 1347120; S. cerevisiae FUS-expressing, growth rescue, OD600, 24 h; 390,000 compounds, 0.24% hits; Potency, µM (doses to about 76.6 µM), for inactives: top-dose growth rescue (activation), usual class: activators;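 also: potency is read from the fitted curve at half-maximal effect; plate controls were DMSO vehicle for no effect and reference control for full effect; nearly all actives have a fitted effect of over 55% in size; some results filed as inactive show a strong effect at the top dose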
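Quantitative HTS measuring growth restoration of FUS-toxic yeast. Galactose-induced cells (OD 0.005) were exposed 24hr at 30C to compounds at several concentrations, then absorbance at 600 nm was recorded.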
GLP-1R inv ag = acts as inverse agonist at human GLP-1 receptor | HEK293 GLP-1R CRE-luciferase, luminescence, 24 h; GLP-1R form is constitutively active | Potency, µM (titrated, usually from 38.3 µM), for the others: at the highest dose activity change, negative = inhibition, hits mostly inhibitors | 410,000 compounds, 1.6% hits | P43220 | AID 624417; also: potency is read from the fitted curve at half-maximal effect; % is scaled to controls: 0 for no effect and ±100 for the full control effect; nearly all actives have a fitted effect of over 55% in size
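Using stably transfected HEK293 (constitutively active GLP-1R, cAMP-luciferase reporter), compounds were incubated 24 hr and luciferase measured by luminescence.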
* marks the source's active call; other numbers are inactive results; i = inactive; ? = inconclusive; · = not tested or not shown; [ ] = remark or other dose. Unless noted, calls follow the shape of the dose curve; as a rule, active = well fitted curve in the direction sought with a large enough effect; inconclusive = small, poorly fitted or top-dose-only effect, or another doubt; inactive = no such curve, though single readings can be large; an effect the other way counts as inactive or inconclusive.

The line under a structure holds: GLP1R ag | PTHR1 agonist | pAkt inh | aSyn rescue | DRD3 antagonist | Abeta yeast res | FUS suppressor | GLP-1R inv ag | TDP-43 yeast inh
COc1ccc(C(C(=O)NCC2CCCO2)N(C(=O)Cn2nnc3ccccc32)c2ccccc2C(C)=O)cc1OC (stereo unspecified)
    0% | i | i | -6% | 5 | -1% | -15% | 27% | -5%
COc1ccc(CC(=O)Nc2c3c(nn2-c2cccc(C)c2C)CS(=O)C3)cc1OC (stereo unspecified)
    -4% | i | i | 2% | 25 | 14% | 8% | 8% | 18%
COc1cc([N+](=O)[O-])ccc1NC(=O)CCCOc1cccc(C)c1
    2% | i | i | 12% | -8 | 30% | 27% | ? | ?
COc1cc(CNCc2cccs2)ccc1OCc1ccccc1
    4% | -2%[57.5 µM] | i | 1% | -21 | -10% | -7% | ? | -8%
O=C(/C=C/N1CCOCC1)c1cc2ccccc2o1
    10% | -31%[inhibitor] | i | -65%[inhibitor] | -18 | -6%[9.22 µM] | 10% | -17% | 0%
O=C(Nc1ccc2nc(-c3ccccc3)[nH]c2c1)c1ccco1
    4% | -24% | i | 2% | 12 | 1% | 3% | 119%[activator] | 20%
CC(C)C(=O)NC(NC(=S)Nc1cccc2cccnc12)C(Cl)(Cl)Cl (stereo unspecified)
    -11% | 5%[57.5 µM] | i | 7% | -14 | 5% | 22% | ? | 18%
Cc1ccc(OCCNC(=O)c2ccccc2OCc2c(C)noc2C)cc1
    19% | -39%[inhibitor] | i | 4% | 5 | -5% | 15% | -68% | ?
CO/N=C/C(C#N)=C/c1cc(C(=O)c2ccccc2)cn1C
    7% | -61%[inhibitor] | i | -4% | -24 | -3% | 19% | 8%[7.66 µM] | -5%[9.22 µM]
CCc1cccc2c(C(=O)C(F)(F)F)cn(CC(=O)N3CCOCC3)c12
    7% | i | i | 0% | 21 | -6% | -22% | -8% | 10%
COc1ccccc1NC(=O)Cn1c(=O)n(Cc2cccs2)c(=O)c2cccnc21
    · | 22% | · | · | · | 0% | 2% | 10% | -34%[inhibitor]
CCOC(=O)Cn1c(=O)oc2cc(S(=O)(=O)N3CCN(c4cccc(C)c4)C(C)C3)ccc21 (stereo unspecified)
    · | 22% | · | · | · | 1% | 6% | -20% | 0%
CCN1CCN(CC(=O)N2N=C(c3cccs3)CC2c2ccc(F)cc2)C(=O)C1=O (stereo unspecified)
    -2% | -27% | i | 5% | 16 | 2% | -2% | -4%[7.66 µM] | -3%
O=C(O)c1ccc(Cn2cnc3sc4c(c3c2=O)CCCC4)cc1
    -1% | i | i | 17% | -9 | 6% | 47% | 18% | -4%
COc1ccc(/C=C2/C(=O)N(Cc3ccccc3)N=C2C)cc1
    -6% | -8% | i | 16% | -9 | ? | · | -9% | -21%
COCCNC(=O)C1(C)CCCN(C(=O)c2cc(F)cc(F)c2)C1 (stereo unspecified)
    3% | 3% | i | 1% | 7 | -11% | -9% | 26% | 22%
COCCCNC(=O)CN1C(=O)c2cccnc2Sc2ccccc21
    · | -13% | · | · | · | -1% | 6% | -2% | 10%
COc1ccc(-n2c(=O)c3c(c4cc(OC)ccc4n3C)n(CC(=O)N3CCCC3)c2=O)cc1
    0% | -11% | · | · | · | -20% | 5% | 3% | 1%
O=C(C(=O)N1CCN(C/C=C/c2ccccc2)CC1)c1ccccc1
    · | -84%[inhibitor] | i | 1% | -7 | 0% | 2% | -21% | 14%
COc1ccc(C2/C(=C(/O)c3ccc4c(c3)CC(C)O4)C(=O)C(=O)N2CCN2CCOCC2)cc1OC (stereo unspecified)
    8% | -17% | i | -5% | -25 | -19% | 34% | 7% | -22%
Cc1ccc([N+](=O)[O-])c(OCCN2C(=O)NC(C)(C)C2=O)c1
    1% | i | i | -6% | -5 | -4% | -6% | 2% | -2%
COc1cc(/C=N/N=C(N)N)ccc1OCc1ccc(Cl)cc1
    -7% | -14% | i | -2% | 5 | -15% | 18% | ? | 9%
CC(C)COc1ccc(C(=O)NNC(=O)CCC(=O)c2cccs2)cc1
    13% | -6% | i | 2% | -1 | 2% | -23% | 5% | 19%
Clc1ccc(Sc2cc(N3CCOCC3)nc(-c3ccccc3)n2)cc1
    3% | i | i | -2% | -19 | 14% | 6% | 13% | -12%
COc1cc(OC)cc(C(=O)NNC(=O)c2ccc3c(c2)OCCO3)c1
    -2% | i | i | 0% | 8 | 0% | · | 16% | 10%
COc1ccc(CC2(C)OC(c3ccc(C)c([N+](=O)[O-])c3)=NN2C(C)=O)cc1 (stereo unspecified)
    9% | -34% | i | 18% | -2 | 7% | 28% | ? | 9%
COc1ccccc1N(C)S(=O)(=O)c1ccc(C(=O)OCC(=O)N2CCCCCC2)cc1
    7% | i | i | 9% | -1 | -2% | 30% | -6% | 16%
O=C(CN1C(=O)NC2(CCCCC2)C1=O)Nc1cc(C(F)(F)F)ccc1N1CCCC1
    -9% | i | i | 6% | 14 | -1% | 11% | -22% | 13%
Cc1ccccc1OCC(=O)NNC(=O)c1ccc(-n2cncn2)c([N+](=O)[O-])c1
    -11% | -21% | i | 0% | 10 | 1% | 8% | 8% | 9%
CCN=c1scc(-c2ccccc2)n1/N=C/c1ccccn1
    4% | -24% | i | -21% | -25 | ? | 34% | 3.2µM* | ?

3 compounds picked at random from the list so far:
The line under a structure holds: GLP1R ag | PTHR1 agonist | pAkt inh | aSyn rescue | DRD3 antagonist | Abeta yeast res | FUS suppressor | GLP-1R inv ag | TDP-43 yeast inh
Cc1ccc(OCCNC(=O)c2ccccc2OCc2c(C)noc2C)cc1
    19% | -39%[inhibitor] | i | 4% | 5 | -5% | 15% | -68% | ?
Cc1ccc([N+](=O)[O-])c(OCCN2C(=O)NC(C)(C)C2=O)c1
    1% | i | i | -6% | -5 | -4% | -6% | 2% | -2%
COCCNC(=O)C1(C)CCCN(C(=O)c2cc(F)cc(F)c2)C1 (stereo unspecified)
    3% | 3% | i | 1% | 7 | -11% | -9% | 26% | 22%

More structures follow.
The line under a structure holds: GLP1R ag | PTHR1 agonist | pAkt inh | aSyn rescue | DRD3 antagonist | Abeta yeast res | FUS suppressor | GLP-1R inv ag | TDP-43 yeast inh
COc1ccc(/C=C/c2nc(C)c(-c3ccccc3)c(=O)[nH]2)cc1OC
    5% | -15% | i | -2% | 2 | 3% | 21% | 19% | 16%
CCOC(=O)c1c(NC(=O)CSc2nnc3c(Cl)cc(Cl)cn23)sc2c1CCC2
    8% | -20% | i | 4% | 55 | -2% | 28% | ? | ?
Cc1ccc(-n2nnnc2SCn2nnc3ccccc3c2=O)c(C)c1
    -3% | -41%[inhibitor] | i | 16% | 30 | 2% | 14% | -23% | -8%
CN1CCc2c(sc3nc(SCC(=O)N4CCOCC4)nc(N)c23)C1
    17% | -81%[inhibitor][57.5 µM] | -104%* | 5% | -9 | 13% | -5% | -41% | -8%
O=C(OCc1ccccc1C(F)(F)F)c1ccc(Br)c(S(=O)(=O)N2CCOCC2)c1
    5% | -40%[inhibitor] | i | -6% | 0 | 2% | 26% | ? | 13%
COc1ccc(-c2noc(C3CCCN(C(=O)c4c(F)cccc4F)C3)n2)cc1OC (stereo unspecified)
    ? | -25% | i | 3% | 22 | -6% | 13% | 86%[activator] | ?
COc1cc(C2C(C(=O)OC(C)C)=C(C)N=C3SCCC(=O)N32)ccc1OCc1ccccc1 (stereo unspecified)
    · | i | · | · | · | -7% | ? | ? | 0%
C=CCC(O)(CCN1CCCCC1)c1ccccc1 (stereo unspecified)
    1% | i | i | -4% | -19 | 4% | -16% | 9% | 3%
CCCCN(C(=O)CSc1nnc(-c2ccc(OC)cc2)n1CC)c1c(N)n(Cc2ccccc2)c(=O)[nH]c1=O
    6% | -22% | i | 0% | -17 | -11% | 15% | -30% | 21%
COc1ccc(NC(=O)c2nc[nH]c2C(=O)N[C@H](C)c2ccccc2)cc1
    12% | -23% | i | -20% | 7 | 18% | ? | ? | ?
CSc1ccc(C2=CC(=O)C[C@H](c3ccc4c(c3)OCO4)C2)cc1
    -4% | i | i | 0% | -52* | -5% | 1% | 17% | -9%
CC1SCCN1S(=O)(=O)c1ccc2ccccc2c1 (stereo unspecified)
    0% | i | i | 6% | -59* | -11% | 4% | ? | ?
COc1ccc(/C=N/NC(=O)c2cccc([N+](=O)[O-])c2)cc1O
    11% | 17% | i | -8% | -5 | -17% | 5% | 2%[7.66 µM] | -23%[9.22 µM]
O=C(CC12CC3CC(CC(C3)C1)C2)N1CCCC1
    6% | i | i | 0% | -13 | -25% | -1% | -23% | 5%
Cn1cnc2ncnn2c1=S
    3% | i | i | ? | -15 | 4% | -33% | 0% | 12%
O=C(Nc1cccc(C(F)(F)F)c1)c1cncs1
    -1% | -39%[inhibitor] | i | 1% | 3 | -17% | -8% | ? | ?
COCCNC(=O)CCn1nc(-c2ccc(Cl)cc2)ccc1=O
    -6% | i | i | -4% | 8 | -9% | -27% | -1% | -12%
O=C(Nc1ccc(OC(=O)c2ccncc2)cc1)c1ccncc1
    1% | -1% | i | -16% | -18 | -18% | -39% | 9% | -4%
OCCCNc1ncnc2c1ncn2[C@H]1CN(Cc2ccncc2)C[C@@H](CO)O1
    -3% | -6% | i | -9% | 8 | -12% | -16% | 6% | 6%
CCN(CC)c1ccc2c(c1)OC(N)=C(C#N)C2c1cccnc1 (stereo unspecified)
    9% | -34%[inhibitor] | i | 1% | 5 | 9% | 2% | 44%[activator] | 14%

Only part of the results is shown. The share of hits here may be higher or lower than overall.
